GC-B act: GC-B (human) receptor activation; P20594; HEK293-GC-B cells, CNP EC30, cGMP TR-FRET; 0% at EC30 CNP, 100% saturating CNP; activation, % at 10 µM; 370,000 tested, 0.11% active; AID 1920062;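 active means activation at 10 µM reaching about 35% in either raw or pattern-adjusted values, limit read from the data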
proKLK7 act: activators of human kallikrein-7 zymogen; activation, % at 7 µM; purified proKLK7, EDANS-DABCYL substrate fluorescence; 100% is mature enzyme control, 0% vehicle; 370,000 tested, 0.9% active;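 active means activation above the mean of all tested compounds plus 3 SD, computed per campaign excluding outliers beyond control limits, cut at about 13% in these data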
rCAG binder: molecules binding r(CAG) RNA repeats | r(CAG) RNA repeat, TO-PRO-1 dye displacement fluorescence | inhibition, % at 3 µM | 370,000 tested, 1.3% active | AID 651821;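 active means inhibition above the plate cutoff, the mean of all test compounds on that plate plus 3 SD, cut at about 35% in these data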;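 further: 0% = DMSO alone and 100% = 100 µM mitoxantrone as full dye displacement; higher means more dye released from RNA so lower well fluorescence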
GC-A act: GC-A (human) enzyme activation; activation, % at 10 µM; P16066; 370,000 tested, 0.14% active; HEK293 GC-A cells, cGMP TR-FRET, EC30 ANP; 0% at EC30 ANP, 100% saturating ANP; in the data active means activation above about 40%
Target sequence (P16066 whole entry, looked up): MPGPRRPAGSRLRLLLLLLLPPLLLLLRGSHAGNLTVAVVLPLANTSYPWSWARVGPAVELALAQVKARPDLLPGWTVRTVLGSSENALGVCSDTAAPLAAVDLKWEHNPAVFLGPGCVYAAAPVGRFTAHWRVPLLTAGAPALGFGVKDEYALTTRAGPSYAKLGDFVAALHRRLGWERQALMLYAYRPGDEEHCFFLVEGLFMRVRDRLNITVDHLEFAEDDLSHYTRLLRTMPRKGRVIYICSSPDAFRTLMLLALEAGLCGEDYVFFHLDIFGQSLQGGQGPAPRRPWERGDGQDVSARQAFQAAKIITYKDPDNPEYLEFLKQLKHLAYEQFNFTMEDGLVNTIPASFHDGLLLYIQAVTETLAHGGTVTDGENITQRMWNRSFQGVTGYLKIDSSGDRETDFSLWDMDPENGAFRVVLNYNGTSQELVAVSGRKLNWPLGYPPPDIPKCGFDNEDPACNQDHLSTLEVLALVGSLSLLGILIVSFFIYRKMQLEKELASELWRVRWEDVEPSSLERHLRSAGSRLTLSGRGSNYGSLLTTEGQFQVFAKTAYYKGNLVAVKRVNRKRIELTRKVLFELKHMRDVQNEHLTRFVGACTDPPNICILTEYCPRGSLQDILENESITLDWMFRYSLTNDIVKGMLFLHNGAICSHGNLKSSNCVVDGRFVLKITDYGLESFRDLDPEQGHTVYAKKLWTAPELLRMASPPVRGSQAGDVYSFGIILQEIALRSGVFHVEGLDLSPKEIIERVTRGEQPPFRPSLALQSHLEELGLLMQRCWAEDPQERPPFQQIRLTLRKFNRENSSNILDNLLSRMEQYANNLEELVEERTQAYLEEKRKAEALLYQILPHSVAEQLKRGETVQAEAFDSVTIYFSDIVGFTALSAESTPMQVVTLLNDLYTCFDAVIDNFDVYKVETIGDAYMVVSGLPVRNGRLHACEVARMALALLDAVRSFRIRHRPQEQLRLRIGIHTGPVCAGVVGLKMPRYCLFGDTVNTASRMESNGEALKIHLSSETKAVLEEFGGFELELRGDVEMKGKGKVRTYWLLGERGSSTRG
sPLA2-III inh: Inhibits HGIII-sPLA2 liposome hydrolysis, primary screen. QFRET BODIPY PC-A2 liposome hydrolysis, fluorescence. inhibition, % at 12.2 µM. 370,000 tested, 0.56% active. AID 743126;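 active means inhibition above mean plus 3 SD of compounds lying within the high and low control bounds, cut at about 19% in these data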;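 further: 0% = median of test compound wells and 100% = no enzyme DMSO wells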
ADAM10 inh: inhibits human ADAM10; O14672; recombinant ADAM10, EDANS/DABCYL FRET peptide cleavage, 3 h; 370,000 tested, 0.62% active; inhibition, % at 7 µM;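 active means inhibition above a per-campaign cutoff equal to the mean of compounds falling between control-based bounds plus 3 SD, cut at about 20% in these data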;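 further: 0% = DMSO wells while the 100% control is not disclosed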
DDE Tn6 FP inh: inhibitors of Tn6 peptide binding to human fibrin DD(E) | P02675 | Fibrin DD(E) TRITC-Tn6 fluorescence polarization displacement | inhibition, % at 8.3 µM | 370,000 tested, 0.21% active;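 active means inhibition above a per-campaign cutoff: mean of compounds within control limits plus 3 SD, cut at about 15% in these data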;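 further: 0% = median of all compound wells on the plate and 100% = blocking peptide control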
ARFGAP1 inhibitor: inhibits rat ARF GTPase activating protein 1; Q62848; Arfgap1-stimulated ARF1 GTP hydrolysis, GDP FP detection; inhibition, % at 16.5 µM; 360,000 tested, 0.26% active; AID 651572;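 active means inhibition above a per-plate limit, mean inhibition of low control wells plus 3 SD, cut at about 25% in these data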;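 further: 0% = DMSO wells with enzyme and 100% = wells lacking Arfgap1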
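Material: truncated rat Arfgap1 GAP domain; Incubation: compound-enzyme preincubation 20 min, reaction 120 min, detection 60 min, 25 °C; Read-out: percent inhibition of Arfgap1-stimulated GTP hydrolysis; Technique: FP, GDP Alexa 633 tracer displaced from anti-GDP antibody, 620/688 nm; Controls: No-Arfgap1 wells (100%) versus DMSO full-reaction wells (0%); Replication: single well per compound.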
GAA850 FXN act: activators of GAA850 frataxin (FXN) promoter; 360,000 tested, 0.56% active; HEK293 lucGAA850 FXN promoter luciferase reporter, 24 h; percent of 10 µM SAHA response; activation, % at 6 µM; AID 540364;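 active means activation above the average of all compounds screened plus 3 SD, cutoff fixed separately per campaign, cut at about 7.5% in these data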;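 further: 0% = DMSO wells and 100% = 10 µM SAHA wells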
ASAP1 inh: ASAP1 ArfGAP inhibition. inhibition, % at 16.5 µM. 360,000 tested, 0.19% active. Q9ULH1. ASAP1-stimulated ARF1 GTP hydrolysis, GDP FP detection; in the data active means inhibition above about 25%;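 further: 0% = vehicle with enzyme and substrate and 100% = no enzyme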
Starred values were filed as active, the others as inactive; nt = no result given.

The line under a structure holds: GC-B act	proKLK7 act	rCAG binder	GC-A act	sPLA2-III inh	ADAM10 inh	DDE Tn6 FP inh	ARFGAP1 inhibitor	GAA850 FXN act	ASAP1 inh
[1] CN1Cc2cccnc2N(C)Cc2cc(Cl)ccc21
→ 0	-0.4	-7	-2	4	8	-5	-10	-0.2	5
[2] CCOC(=O)c1cccc(C2=C(CNC(=O)c3ccncc3)[C@H]3CC[C@@H](C2)N3Cc2ccccc2)c1
→ 6	0.2	-1	-4	-18	1	-3	-11	-4.2	-9
[3] CN1OC[C@@H]2COc3ccc4ccccc4c3[C@@H]21
→ 0	-0.2	-1	1	4	-13	1	-6	1.6	-7
[4] CN(C)CCSCc1nnc2n1-c1ccc(Cl)cc1C(c1ccccc1Cl)=NC2
→ -3	0.6	-3	-6	-6	-5	0	-11	-0.5	7
[5] COC(=O)C1=C(c2cccc(OCc3ccccc3)c2)C[C@@H]2CC[C@H]1N2C(=O)NCc1ccc(N(C)C)cc1
→ 2	-0.1	11	-2	10	4	8	7	-4.8	-1
[6] O=C1NC(=O)C(CCc2ccncc2)(CCc2ccncc2)C(=O)N1C1CCCCC1
→ -6	0.3	-9	-13	-2	-4	2	-9	1.2	-15
[7] COC(=O)C(O)(c1ccc(NC(=S)NC(=O)c2ccc(Cl)cc2Cl)cc1)C(F)(F)F (configuration not stated)
→ 5	0.1	-4	-7	-10	16	2	-2	1.5	4
[8] S=C(NC1CCCCC1)N1CCC(c2cnc[nH]2)CC1
→ -7	-0.1	1	2	11	-11	5	9	-1.4	1
[9] O=C1NC(=O)C(CCc2ccncc2)(CCc2ccccn2)C(=O)N1c1ccc(Br)cc1 (configuration not stated)
→ -2	0.3	-2	0	-2	3	2	-3	1.6	-13
[10] C[C@H]1COc2cc(N3CCN(C)CC3)ccc2S(=O)(=O)N1
→ 7	-0.1	1	0	9	-14	-6	-9	nt	-6
[11] CN1C(=O)C(=Cc2sc(=O)n(-c3ccccc3)c2N(C)C)C(=O)N(C)C1=O
→ 2	0.5	-1	0	-2	-5	-6	-9	1.5	5
[12] CCN1C(=O)C(=Cc2ccc(C)s2)C(=O)N(CC)C1=S
→ -3	-0.3	24	11	-5	3	-1	8	9.0*	6
[13] Cc1cccc(OCC(=O)N2CCN(Cc3ccc([N+](=O)[O-])cc3)CC2)c1
→ 1	0.3	-8	-1	3	-6	1	-1	0.8	3
[14] CCCCn1c(O)c(C=NCCN2CCCCC2)c(=O)[nH]c1=O
→ 4	-0.1	0	4	-6	1	7	10	0.7	-4
[15] CC12CCC(O)CC1CCC1C2CCC2(C)C(C3=CC(=O)OC3)C(O)CC12O (configuration not stated)
→ 2	-0.3	-1	0	0	3	12	0	-12	0
[16] CN(C)CCCN=Cc1c(O)n(CCc2ccc(F)cc2)c(=O)[nH]c1=O
→ nt	0.5	4	nt	4	7	-1	-3	3.6	10
[17] NC(Cc1ccc(F)cc1)c1csc(Nc2ccccn2)n1 (configuration not stated)
→ -17	-0.5	12	-18	12	-8	-6	-6	2.1	-4
[18] COC(=O)C1=C(c2ccccc2)C[C@@H]2CC[C@H]1N2C(=O)NCCNC(C)=O
→ -1	-0.8	5	-1	9	1	-2	-6	1.0	-1
[19] CCC(=NCC1CCCO1)c1c(O)n(Cc2ccccc2)c(=O)[nH]c1=O (configuration not stated)
→ 10	0.4	-2	12	5	1	-3	2	3.7	0
[20] Cc1nn(Cc2ccccc2Cl)c(Cl)c1C(=O)O
→ 1	-0.1	1	-2	0	4	4	9	-4.1	13
[21] CCN(CC)C(=O)c1ccc(NC(=O)c2cccc(C(F)(F)F)c2)cc1
→ -5	0.1	-7	4	1	2	-4	-6	-0.1	3
[22] COC1C(O)C(C)OC(OC2C(Oc3cccc4c(O)c5c(=O)oc6ccc(C)c7c(=O)oc(c34)c5c67)OC(C)C(O)C2O)C1O (configuration not stated)
→ 2	0.9	6	7	2	-64	3	nt	-1.6	-4
[23] COC(=O)c1ccc(N=C(c2ccccc2)c2c(O)n(C)c(=O)n(C)c2=O)cc1
→ 3	0.2	17	-3	-2	7	-2	-5	0.5	-6
[24] CCN1C[C@]2(COC)CC[C@H](OC)[C@@]34C5C[C@H]6C(=O)C5[C@](O)(C[C@H]6OC)[C@@](O)(C(OC)C23)[C@@H]14 (some centres not stated)
→ 6	-0.1	-4	3	2	-9	-6	-4	-1.1	-10
[25] CCCc1cc(=O)oc2cc(OCC(=O)N3CCN(Cc4ccc5c(c4)OCO5)CC3)ccc12
→ 0	-0.1	-7	5	-15	-124	-1	-1	-0.3	23
[26] COC(=O)C1(N(C)c2ccccc2)CCN(Cc2ccccc2)CC1
→ 1	0.8	0	4	3	0	4	nt	nt	nt
[27] Cc1cccc(OP(=O)(Oc2cccc(C)c2)OC(c2ccccc2)C(F)(F)F)c1 (configuration not stated)
→ 0	0.2	1	-1	-6	11	1	3	-0.1	6
[28] O=C1Nc2ccccc2/C1=C/c1cnc[nH]1
→ -16	0.5	1	-10	3	4	2	4	1.7	4
[29] COc1ccc(CN2CCN(C(=O)Cc3ccccc3)CC2)cc1OC
→ 1	0.5	0	-1	1	-6	1	-3	2.0	4
[30] Cc1c(C(=O)Nc2ccccc2)c2cc(O)ccc2n1Cc1ccccc1
→ -3	0.2	3	61*	-29	6	-5	-4	0.0	6

(next part)
The line under a structure holds: GC-B act	proKLK7 act	rCAG binder	GC-A act	sPLA2-III inh	ADAM10 inh	DDE Tn6 FP inh	ARFGAP1 inhibitor	GAA850 FXN act	ASAP1 inh
[31] O=C(O)CCCc1ccc(N(CCCl)CCCl)cc1
→ -5	-0.3	5	7	-1	4	8	-13	-0.2	1
[32] COc1ccc(C2CN(C)CC2C(=O)c2ccc(C)cc2)cc1Cl (configuration not stated)
→ -13	-0.3	-6	-25	-19	-7	1	5	-0.7	-4
[33] CN(C)Cc1c[nH]c2cc([N+](=O)[O-])ccc12
→ 1	0.6	0	2	-5	-2	11	-4	0.1	-9
[34] CC(NC1=NCCS1)c1ccccc1 (configuration not stated)
→ -1	0.8	-3	-2	4	-10	4	-5	0.7	-1
[35] Cn1cccc1CNCCc1ccc(F)cc1
→ -2	0.3	0	-3	1	-5	-2	1	1.9	8
[36] CS(=O)(=O)c1ccc(C2=C(CNC(=O)c3nccs3)[C@H]3CC[C@@H](C2)N3Cc2ccco2)cc1
→ 0	-0.5	1	-2	-1	-3	3	-7	-0.6	3
[37] CCSP1(=S)N=C(N2CCOCC2)C(C#N)=C2CCCN21 (configuration not stated)
→ -3	-0.6	0	0	-2	11	-4	7	-0.4	-3
[38] COc1ccc(CN2C(=O)NC(=O)/C(=C/c3cc(OC)c(OC)c(OC)c3)C2=O)cc1
→ -4	-0.4	15	-3	-5	-8	4	-4	2.9	3
[39] Cc1cc([P+](=O)O)c(C)n1-c1ccc(Br)cc1
→ 2	-0.7	9	-9	-1	-4	-4	-12	1.1	-11
[40] COc1ccc(CCNCc2cccc(C(F)(F)F)c2)cc1OC
→ -4	-0.6	-8	-4	0	-8	-4	4	0.1	-9
[41] CCSC1=NN1c1cc(C)nc(N)n1
→ 3	-0.1	1	-1	12	0	3	9	0.9	1
[42] Cc1cc(CN(C)C)c(OC(=O)N(C)C)cc1C
→ -2	-0.4	-1	0	7	-7	5	4	0.9	1
[43] C=Cn1c(P(=S)(N2CCOCC2)N2CCOCC2)cc2c1CCCC2
→ 1	-0.5	4	-1	3	0	1	-12	-1.7	-16
[44] COc1ccc(CN(CCc2c[nH]c3ccccc23)Cc2ccc(OC)cc2)cc1
→ -2	0.4	2	-8	-38	2	-5	1	-4.5	4
[45] CC(Cc1ccccc1)N(C)CC1C(=O)C2CCC1C2 (configuration not stated)
→ -1	-0.6	2	3	-2	-6	1	-3	-1.8	-7
[46] COc1ccc(-n2c(O)c(/C=C3\C=Nc4ccc(Br)cc43)c(=O)[nH]c2=O)c(OC)c1
→ 24	-0.4	24	31	-6	-7	-2	2	2.7	0
[47] O=c1cc(C2CCNCC2)[nH][nH]1
→ 3	0.7	4	-1	6	17	2	10	1.4	-1
[48] CC(=O)O[C@H]1CC[C@@]2(C)[C@H](C1)C(=O)C[C@H]1[C@@H]3CC[C@@H]4[C@@H](CN5C[C@@H](C)CC[C@H]5[C@@]4(C)O)[C@@H]3C[C@@H]12
→ 4	-0.1	-8	1	0	6	5	-1	1.1	19
[49] Cc1nc2cc([N+](=O)[O-])ccc2c(=O)n1-c1ccccc1[N+](=O)[O-]
→ -4	-0.4	1	0	-1	4	0	7	-1.0	5
[50] CC1=CC(=O)OC2CC3OC4C[C@@H](C)C5OC6CC7O[C@]8(C)C/C=C\C9OC%10CC%11OC(CC(C)CO)CC(O)[C@]%11(C)OC%10CC9OC8C[C@]7(C)O[C@]6(C)CCC5OC4C[C@]3(C)OC12 (some centres not stated)
→ 3	-0.3	4	3	-4	0	1	4	1.0	8
[51] Cc1ccc(/C=C2\C(=O)NC(=S)N(c3ccc(F)cc3)C2=O)s1
→ 10	-0.1	28	28	-11	6	1	-12	2.0	-1
[52] O=[N+]([O-])c1cnc2ccc3ccccc3c2c1
→ 3	-0.9	14	3	9	-4	-5	-9	0.2	9

Only part of the results is shown, so the mix of outcomes need not match the whole.
